# Screening data as filed in PubChem BioAssay.
# SKN-1 block = C. elegans SKN-1 inhibition; inhibition, % at 21.8 µM; 360,000 tested, 0.49% active; C. elegans VP596 Pgst-4::GFP/RFP ratio, acrylamide-induced, 24 h;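 active means interference check ratio from 0.5 to 1.5 plus GFP to RFP signal ratio inhibition reaching or exceeding a fixed threshold, cut at about 30% in these data, passing the limit was not always enough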; further: some compounds called inactive have numbers as strong as hits
# Rin1 Abl inh = human Rin1-Abl interaction inhibition. TR-FRET Rin1/Abl binding, biochemical. 360,000 tested, 0.4% active. inhibition, % at 7.35 µM. P00519+Q13671. AID 588664; in the data active means inhibition above about 5%, passing the limit was not always enough
# Neddylation inh = cullin neddylation inhibition; TR-FRET cullin neddylation, biochemical; 360,000 tested, 0.58% active; calls only at 25 µM; in the data active means inhibition above about 36%
# eLon inh = inhibitors of E. coli Lon protease; 360,000 tested, 0.42% active; purified E. coli Lon protease, fluorescence polarization; inhibition, % at 7.94 µM; in the data active means inhibition above about 13%, passing the limit was not always enough;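 further: 0% = enzyme with probe and DMSO and 100% = no enzyme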
# MsrA act = activates bovine MsrA enzyme | purified bovine MsrA, absorbance read-out | 360,000 tested, 0.3% active | AID 602163 | activation, % at 10.6 µM; in the data active means activation above about 7.5%;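 further: 0% = vehicle and 100% = reference activator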
# MT1-MMP act inh = inhibitors of human MT1-MMP activation; P50281; HT1080 RFP-PRO-GFP cells, GFP/RFP ratio fluorescence, overnight; percent of plate control window, DMSO zero; GFP/RFP ratio change, % at 20 µM; 360,000 tested, 0.061% active; AID 651647;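 active means GFP/RFP ratio change of at least 30% with cell ATP level not reduced by more than half and red fluorescence within 50% of control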; further: strong numbers were not always called active
#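 Material: RFP-PRO-GFP reporter HT1080 cells. Dosing: single-point 20 µM compound, 1% DMSO. Controls: DMSO and RFP-L50D-GFP cell wells. Timing: cells overnight before dosing, compound overnight, 37 °C, 5% CO2. Measure: GFP/RFP fluorescence ratio.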
# FAS-TE inh = FAS thioesterase (human) inhibition | P49327 | recombinant FAS-TE, OMFH fluorogenic substrate, fluorescence endpoint | inhibition, % at 15 µM | 360,000 tested, 0.67% active | AID 602261;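 active means compounds whose normalised, plate-corrected inhibition of enzyme fluorescence in the single-dose primary screen is 50% or more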;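 further: 0% = DMSO with enzyme and 100% = substrate without enzyme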
# CendR NRP1 mod = modulators of CendR peptide binding to human neuropilin-1; FAM-RPARPAR peptide binding to NRP-1, fluorescence polarization; 360,000 tested, 0.85% active; inhibition, % at 25 µM; AID 602438; O14786;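 active means inhibition or corrected inhibition above about 18%, plus a signal ratio from 0.5 to 1.5, limit read from the data, passing the limit was not always enough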; further: strong numbers were not always called active
# MLLE-PAM2 inh = inhibitors of microRNA-mediated deadenylation, human PABP1 MLLE binding; P11940; GST-MLLE / FITC-PAM2 fluorescence polarization; inhibition, % at 20 µM; 360,000 tested, 0.36% active; AID 588489; in the data active means inhibition above about 35%, passing the limit was not always enough;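 further: plate controls were DMSO wells with GST-MLLE for no effect and wells lacking GST-MLLE protein for full effect; some results filed as inactive read as strong as hits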
# Target sequence (P11940 whole entry, looked up): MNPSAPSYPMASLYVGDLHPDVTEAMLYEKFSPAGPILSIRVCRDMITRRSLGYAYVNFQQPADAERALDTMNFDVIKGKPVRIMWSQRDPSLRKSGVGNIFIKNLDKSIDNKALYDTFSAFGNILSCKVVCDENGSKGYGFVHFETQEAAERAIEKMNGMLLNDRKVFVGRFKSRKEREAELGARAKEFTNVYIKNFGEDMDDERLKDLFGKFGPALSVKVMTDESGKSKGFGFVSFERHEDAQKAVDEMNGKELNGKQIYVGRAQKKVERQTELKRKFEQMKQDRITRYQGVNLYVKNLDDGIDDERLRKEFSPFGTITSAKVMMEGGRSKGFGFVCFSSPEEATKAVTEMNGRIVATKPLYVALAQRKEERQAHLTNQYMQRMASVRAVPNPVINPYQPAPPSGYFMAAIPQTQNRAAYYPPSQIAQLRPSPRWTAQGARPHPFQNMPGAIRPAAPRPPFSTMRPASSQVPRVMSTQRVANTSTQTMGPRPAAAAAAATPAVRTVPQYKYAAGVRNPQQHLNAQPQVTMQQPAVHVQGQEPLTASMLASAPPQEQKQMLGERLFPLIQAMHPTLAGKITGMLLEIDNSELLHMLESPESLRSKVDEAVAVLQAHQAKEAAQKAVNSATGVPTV
# * = called active by the depositor; i = inactive; · = no result given.
# Sequence of screens – MT1-MMP act inh	CendR NRP1 mod	FAS-TE inh	MsrA act	SKN-1 block	Rin1 Abl inh	MLLE-PAM2 inh	eLon inh	Neddylation inh
- COc1cccc(-c2cnc3c(NC=O)cc(-c4ccncc4)cn23)c1
 : -2.4	-15.8	22.0	-1.1	6.6	-3.9	-8.1	-11.5	i
- C[C@@H]1CCCCO[C@@H](CN(C)C(=O)Cc2ccccc2)[C@@H](C)CN([C@H](C)CO)C(=O)c2cc(N(C)C)ccc2O1
 : -3.4	-3.6	-7.4	-1.3	-1.7	1.5	-2.5	-4.8	i
- CCOC(=O)Cc1csc(NC(=O)CSc2ncnc3c2cnn3-c2ccc(OC)cc2)n1
 : -3.0	0.5	10.8	-1.2	22.7	6.2	12.1	-18.3	i
- CN(CCC1CCOCC1)C(=O)CC1C(=O)NCCN1C/C=C/c1ccccc1 (centres undefined)
 : 1.4	-0.2	-1.1	-2.2	4.2	-0.8	-2.4	0.4	i
- CCOc1ccc(S(=O)(=O)N2CC(=O)Nc3ccccc32)cc1
 : -5.0	10.6	-4.8	-1.0	-18.1	3.2	5.3	-5.7	i
- CCn1c(O)c(C=NCc2cccs2)c(=O)n(CC)c1=S
 : -8.0	-11.4	22.1	-3.6	3.0	-2.9	6.0	-5.0	i
- COc1ccc(OC)c(CNC(=O)C2CCN(S(=O)(=O)N3CCC(C)CC3)CC2)c1
 : -2.0	6.5	-1.4	-3.0	6.0	-3.6	-2.2	-1.4	i
- O=c1[nH]nc(-c2ccc(OCc3ccc(Cl)cc3Cl)cc2)o1
 : -0.8	6.5	-5.7	-2.1	-18.6	-1.7	-7.1	-3.7	i
- O=C(NNS(=O)(=O)c1ccccc1)c1cccc(F)c1
 : 3.0	5.4	-6.8	-2.0	15.6	0.8	-9.3	-7.1	i
- COC(=O)CNC(=O)C(Cc1c[nH]c2ccccc12)NC(=O)OC(C)(C)C (centres undefined)
 : -2.6	0.4	-0.7	-1.4	12.5	0.7	5.3	-3.6	i
- COC(=O)C1=C(C)NC(C)=C(C(=O)OC)C1C(=O)OCC(=O)Nc1ccc(C(C)=O)cc1
 : -0.3	9.9	-2.2	-5.7	-5.6	0.7	-0.5	11.2	i
- Cn1cccc1/C=C1\SC(=Nc2cccc(O)c2)NC1=O
 : -2.4	-38.7	1.1	-1.6	1.3	-3.2	-42.2	-6.9	i
- Oc1cc(-c2ccccc2)c2ccccc2c1
 : -1.2	-3.7	15.6	-1.4	4.0	3.4	3.9	-0.3	i
- CCN1C(=O)[C@H]2[C@H]3CN=C(SCC4CC4)N3[C@@](CC)(C(=O)OC)[C@H]2C1=O
 : 1.0	0.0	-8.8	-9.3	0.1	1.8	-94.5	-4.5	i
- O=C(N/N=C1/CCS(=O)(=O)c2ccc(F)cc21)c1ccccn1
 : -1.5	9.5	-3.1	2.1	-11.3	2.8	-19.9	-1.9	i
- CCn1c(=O)c(C(C)=O)nc2ccccc21
 : -5.4	-8.5	-2.0	-7.1	3.1	-1.3	-2.0	-8.4	i
- O=C1CN(C(=O)COC(=O)Cc2ccccc2F)c2ccccc2N1
 : 3.3	-0.5	-1.9	-7.5	-4.0	2.4	9.3	-11.4	i
- O=C(CSc1nc2ccccc2o1)NC(=O)NCc1ccccc1
 : 12.3	18.7	7.4	1.4	51.7	0.8	-3.9	10.5	i
- COC(=O)c1ccc(OCC(O)CN2CCN(CC(O)COc3ccc(C(=O)OC)cc3)CC2)cc1 (centres undefined)
 : 2.7	8.4	-8.2	-0.3	-10.9	1.5	11.9	-2.1	i
- CS(=O)(=O)N(Cc1ccccc1)c1ccc(C(=O)NN=C2CCCCCC2)cc1
 : -4.1	-6.9	-7.6	-3.2	10.9	0.3	-16.6	3.0	i
- COc1ccc(N=C2SCC(c3ccc([N+](=O)[O-])cc3)=NN2CCO)cc1
 : 0.3	9.6	21.2	-3.1	2.7	-0.3	-2.4	-124.8	i
- S=c1[nH]nc2sc3ccccc3n12
 : -1.1	-4.2	-8.1	6.5	-1.5	-2.1	-12.0	-4.7	i
- O=C(NC1CCCCCC1)c1ccc(Cl)c(S(=O)(=O)N2CCOCC2)c1
 : 2.5	5.1	2.3	-1.8	3.5	0.8	1.8	3.7	i
- CC1(C(=O)Nc2ccc3c(c2)OCCO3)CN(S(C)(=O)=O)CC(=O)N1CCc1ccc(O)cc1 (centres undefined)
 : 6.6	1.6	·	·	-14.9	·	·	·	i
- COc1cc(NC(=O)C23CC4CC(C2)CC(n2nnc(C)n2)(C4)C3)c(OC)cc1Cl
 : -12.3	7.9	19.3	4.7	26.2	3.5	-4.4	5.7	i
- O=C(CCCN1C(=O)c2ccccc2C1=O)Oc1ccc(F)cc1
 : 4.8	5.6	9.9	0.0	4.5	-1.9	-7.6	-3.0	i
- Cc1ccc(C(=O)Nc2nnc([C@H]3C[C@H](O)[C@@H](CO)O3)s2)cc1
 : -0.3	30.0*	-6.6	3.0	2.6	-1.5	-7.4	-1.5	i
- CCOC(=O)c1c2ccc(OCC(=O)N/N=C/c3ccc(C)cc3)cc2n2ccccc12
 : -6.7	-10.4	-1.7	-1.8	-13.9	6.1	11.5	3.0	·
- Cc1ccccc1N=C1NC(=O)/C(=C/c2cccn2C)S1
 : -43.6	-154.6	3.1	8.1*	3.6	-2.6	-62.0	-65.3	i
- Cc1cc(C(=O)Nc2ccon2)c(C)o1
 : 5.0	-3.3	-5.6	-1.4	11.3	3.2	-0.8	-6.1	i

# Overlap with the part before: three compounds, followed by the next part.
# Sequence of screens – MT1-MMP act inh	CendR NRP1 mod	FAS-TE inh	MsrA act	SKN-1 block	Rin1 Abl inh	MLLE-PAM2 inh	eLon inh	Neddylation inh
- CCOC(=O)c1c2ccc(OCC(=O)N/N=C/c3ccc(C)cc3)cc2n2ccccc12
 : -6.7	-10.4	-1.7	-1.8	-13.9	6.1	11.5	3.0	·
- Cc1ccccc1N=C1NC(=O)/C(=C/c2cccn2C)S1
 : -43.6	-154.6	3.1	8.1*	3.6	-2.6	-62.0	-65.3	i
- Cc1cc(C(=O)Nc2ccon2)c(C)o1
 : 5.0	-3.3	-5.6	-1.4	11.3	3.2	-0.8	-6.1	i
- CCNc1nc2ccccc2[nH]1
 : -1.8	1.4	-7.8	-1.4	-22.7	-4.2	-4.8	-7.2	i
- O=C(O)CSc1c2ccccc2cc2ccccc12
 : -0.8	-11.6	0.2	-3.8	-12.2	-1.1	38.2*	-7.0	i
- Cc1ccn(CC(C)C(=O)O)n1 (centres undefined)
 : -0.2	-4.2	0.7	-0.8	4.7	-1.2	7.8	6.3	i
- Clc1ccc(Cn2nnc(-c3ccccc3)n2)cc1
 : 2.7	-0.4	24.7	-3.1	53.6*	1.9	4.4	-2.7	i
- CN1C(=O)NC(NC(=O)C2CCCCC2)(C(F)(F)F)C1=O (centres undefined)
 : -1.0	9.1	-8.9	-11.1	1.3	0.5	-2.3	0.0	i
- O=c1oc2cc(Oc3ccc(C(F)(F)F)cc3[N+](=O)[O-])ccc2c2c1CCCC2
 : -1.8	11.0	25.5	-2.4	9.5	0.2	-7.8	-2.0	i
- CC(=O)Nc1ccc(C(=O)Nc2nc(-c3ccccn3)cs2)cc1
 : -1.0	-6.3	-2.2	-12.9	-6.8	1.0	-34.4	2.0	i
- CCn1cc(/C=C(\NC(=O)c2ccccc2F)C(=O)NCCCN2CCOCC2)c2ccccc21
 : -1.7	7.4	-4.7	-3.0	-1.6	-2.4	3.5	5.1	i
- O=C1CN(CN2CCCCC2)C(=O)CN1CN1CCCCC1
 : 0.0	-0.3	-4.9	-4.0	6.3	0.8	14.6	-6.7	i
- COc1ccc(N2C(=O)C(CC(=O)Nc3ccc(F)cc3)N(CCc3cccs3)C2=O)cc1 (centres undefined)
 : -3.0	-5.2	-3.9	-4.2	-3.3	-2.5	-3.8	4.3	i
- COc1cc2c(C(=O)O)c(C)n(C)c2c2ccccc12
 : -2.6	-42.6	-6.4	-2.5	12.4	-0.8	17.0	5.8	i
- CC(=O)Nc1ccc(-c2nnc(SCc3ccccc3C#N)n2C)cc1
 : 3.2	-15.5	-9.2	-0.1	1.6	0.0	-2.0	-4.3	i
- CC(C)[C@H](NC(=O)[C@@H]1CSC2c3ccccc3C(=O)N21)C(=O)NCc1ccco1 (some centres undefined)
 : -0.2	5.1	-3.5	-1.5	3.5	2.5	11.3	-5.7	i
- Cc1cccc(N(C(=O)c2ccco2)C(C(=O)NC2CCCC2)c2cccnc2)c1C (centres undefined)
 : 0.1	6.8	0.1	-0.3	-2.8	3.3	-3.0	0.2	i
- CCC(C(N)=O)N1C(=O)C2C3CCC(C3)C2C1=O (centres undefined)
 : -4.2	-8.8	-8.2	0.7	12.5	3.0	-11.7	-9.1	i
- CCSc1nnc2c3cc(CC)ccc3n(C)c2n1
 : 3.1	-1.2	0.4	-10.1	-2.7	-4.5	0.3	-1.4	i
- COc1ccc(S(=O)(=O)N2Cc3ccccc3CC2C(=O)Nc2ccc(O)cc2)cc1OC (centres undefined)
 : 0.7	5.0	-2.8	0.2	-9.7	-0.5	0.3	-4.5	i
- CNc1c(NS(=O)(=O)c2ccc(Cl)s2)c(=O)oc2ccccc12
 : -3.3	9.2	-0.3	-3.2	1.1	1.4	0.4	4.9	i
- COc1cc(/C=C(\C#N)C(=O)NCc2cccs2)ccc1O
 : -20.1	-1.6	-6.1	-2.8	4.3	-3.7	-26.4	-17.5	i
- COc1ccc(CCNC(=S)NC(=O)c2ccccc2)cc1C
 : -2.7	1.3	26.0	-3.1	7.4	-1.4	22.7	-0.3	i
- C/C=C(\C)CN1CCC(n2nccc2NC(=O)CCCc2ccccc2)CC1
 : -0.8	22.1	-3.1	-2.5	3.8	0.4	0.1	14.9	i
- COc1cccc(NC(=O)c2oc3ccccc3c2NC(=O)c2ccc3c(c2)OCO3)c1
 : 0.4	-5.8	28.9	-5.6	-0.9	-1.5	4.9	-3.2	·
- C=CCOC(=O)/C(=C\c1ccccc1)NC(=O)c1ccco1
 : 3.1	1.9	7.9	-2.6	3.2	-0.3	-3.7	1.1	i
- O=C(Nc1ccccc1Cl)C1(c2ccccc2)CC1(Cl)Cl (centres undefined)
 : -0.9	-9.4	10.3	-2.2	-12.2	-0.1	8.5	3.0	i
- O=[N+]([O-])c1cc([N+](=O)[O-])c2cc(-c3cccnc3)[nH]c2c1
 : 2.1	-12.4	-8.8	-3.6	8.8	-4.8	-0.9	7.9	i
- Cc1cc(NC(=O)CSc2n[nH]c(-c3cccs3)n2)no1
 : -1.3	1.6	-9.6	0.7	-4.5	-0.2	-45.8	-2.7	i
- O=C(Cn1c(=S)[nH]c2ccccc2c1=O)N1CCN(c2ccc(F)cc2)CC1
 : 3.5	-6.6	4.2	1.2	-21.2	-4.3	-101.7	-7.2	i
- CC(C)C[C@@H](CN1CCC[C@H]1CN1C(=O)C(=O)NC[C@@H]1Cc1ccc(O)cc1)N1C[C@H](Cc2ccccc2)N(CC2CCCCC2)C(=O)C1=O
 : -4.6	-9.0	1.1	-9.7	10.0	·	·	-3.4	i
- COc1ccc(NC(=O)CSc2nc(C)c3c(c2C#N)CCCC3)cc1
 : 6.1	-0.2	8.4	1.1	2.4	0.4	-2.8	6.4	i
- O=C(CN1C2CCCC1CC(NC(=O)C1CCCCC1)C2)Nc1ccccc1C(F)(F)F (centres undefined)
 : -2.5	10.3	5.4	-1.6	3.2	0.2	-5.1	-3.4	i
- O=C(Nc1cccc(F)c1)C1CCCN(S(=O)(=O)c2cnc[nH]2)C1 (centres undefined)
 : 1.2	3.3	-9.7	-2.2	7.9	-1.1	7.8	-5.1	i
